Assay outcomes from PubChem BioAssay.
LYP phosphatase – LYP phosphatase inhibitors, primary screen, biochemical, DiFMUP fluorescence, recombinant catalytic domain, 10 µM (AID 606) | recombinant LYP catalytic domain, DiFMUP fluorescence; higher % means a stronger effect | 52,000 tested, under 10 active | Tyrosine-protein phosphatase non-receptor type 22 (Homo sapiens) | one-dose inhibition, % at 10 µM; IC50 in µM for titrated hits;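 active = IC50 under 40 µM in the dose-response test; inactive = IC50 of 40 µM or more, or never dose-tested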
Bfl-1 displacement – Bfl-1 inhibitors, primary screen, biochemical, fluorescence polarization, FITC-Bid, mouse (AID 432); Bcl-2-related protein A1 (Mus musculus); FITC-Bid BH3 peptide fluorescence polarization displacement; higher % means a stronger effect; 64,000 tested, 0.02% active; displacement, % at 20 µM, or IC50 in µM where a hit was titrated; in the data active = a potency from the dose series; inactive = the rest, 99 in 100 with displacement below about 15%; also: strong numbers were not always called active
HPDE-C7K KRASV12 – cytotoxicity in KRAS-transformed pancreatic duct cells, primary screen, cell-based, fluorescence, HTS (AID 431). HPDE-C7K KRASV12 cells, Alamar Blue viability, 48 h; higher % means a stronger effect. cytotoxicity, % at 10 µM; hits with a dose series show EC50 in µM. 63,000 tested, 1.7% active;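 active = compounds whose percent cytotoxicity in the single-dose primary screen, scaled between solvent and toxic-drug controls, exceeds 50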;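 also: 0% = DMSO solvent wells and 100% = doxorubicin-treated wells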
MK inhibit – S. pneumoniae MK inhibitors, primary screen, biochemical, PK/LDH-coupled NADH absorbance; mevalonate kinase [Streptococcus pneumoniae D39]; purified MK, PK/LDH-coupled NADH absorbance 340 nm; inhibition, % at 10 µM; 65,000 tested, 0.48% active;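 active = ranked among the strongest by inhibition in the single 10 µM screen, a fixed top-ranked set picked for dose follow-up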; also: no value below 0 was filed
HPDE-C7 cytotoxicity – cytotoxicity in HPDE-C7 cells, cell-based, fluorescence, HTS (AID 430); HPDE-C7 pancreatic duct cells viability, fluorescence; higher % means a stronger effect; one-dose cytotoxicity, % at 10 µM; EC50 in µM for titrated hits; 63,000 tested, 1.8% active;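 also: cells exposed to compound for 48 hours before viability readout; 0% = vehicle and 100% = reference cytotoxic drug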
Spn PMK inh – S. pneumoniae PMK inhibitors, primary screen, biochemical, mevalonate pathway, pilot trial included; inhibition, % at 10 µM; phosphomevalonate kinase (Streptococcus pneumoniae D39); purified PMK, PK/LDH-coupled NADH absorbance 340 nm; 65,000 tested, 0.49% active;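 active = top-ranked compounds by inhibition in the single 10 µM screen, taking a fixed number of the strongest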;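 also: 0% = full reaction with DMSO carrier and 100% = background rate without enzyme reaction; no value below 0 was filed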
Alkaline phosphatase – human TNAP enzyme inhibitors, biochemical, luminescent (AID 518); Alkaline phosphatase, tissue-nonspecific isozyme (Homo sapiens); purified TNAP enzyme, luminescent substrate readout; higher % means a stronger effect; one-dose inhibition, % at 20 µM; IC50 in µM for titrated hits; 64,000 tested, 0.09% active; in the data active = a potency from the dose series; inactive = the rest, 99 in 100 with inhibition below about 22%;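 also: plate controls were vehicle for no effect and reference inhibitor for full effect; many of its hits are not listed in these tables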
HT1080 cytotoxicity – cytotoxicity in HT1080 fibrosarcoma cells, cell-based, fluorescence readout (AID 620); HT1080 viability, fluorescence; higher % means a stronger effect; one-dose cytotoxicity, % at 10 µM; EC50 in µM for titrated hits; 87,000 tested, 0.42% active;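 also: cells exposed to compound overnight then 4 h with Alamar Blue; 0% = vehicle DMSO and 100% = killing control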
DPM-DC inhibit – S. pneumoniae DPM-DC inhibitors, primary screen, biochemical, PK/LDH-coupled NADH fluorescence. 65,000 tested, 0.49% active. calls only at 10 µM. purified DPM-DC. AID 556, 2006;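 active = the 320 compounds with the highest percent inhibition in the single-dose primary screen, excluding strongly autofluorescent ones, cut at about 32% in these data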;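 also: kinetic rate of NADH fluorescence loss reporting ADP formed by the decarboxylase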
Spn PMK inh pilot replicates – also measured in Spn PMK inh; calls as there; inhibition, %; measured here: pilot screen replicates
MK inhibit pilot replicates – also measured in MK inhibit; calls as there; inhibition, %; measured here: pilot screen replicates
DPM-DC inhibit pilot screen % – further read-out of DPM-DC inhibit, marked with its call; inhibition, %; measured here: pilot screen trials
Numbers without * were called inactive; i = inactive; · = no result given; + = active, no number. Rule as the data show it, unless noted: active = cytotoxicity above about 50%; inactive = the rest.

SMILES	LYP phosphatase	Bfl-1 displacement	HPDE-C7K KRASV12	MK inhibit	HPDE-C7 cytotoxicity	Spn PMK inh	Alkaline phosphatase	HT1080 cytotoxicity	DPM-DC inhibit	others
O=C1CN(CC(=O)N2CCCCC2)c2ccccc2O1	14%	-8%	12%	0	6%	15	2%	7%	i
Clc1nc2sccn2c1/C=N/n1cnc2ccccc21	·	2%	-4%	0	-14%	0	3%	3%	i
COc1ccc(CCNC(=O)CCn2c(=O)oc3ccccc32)cc1	14%	-5%	-10%	0	-16%	0	7%	8%	i
CSc1nnc2c(n1)OC(c1ccc(C(=O)O)cc1)N(C(C)=O)c1ccccc1-2 (stereo not given)	-4%	5%	-3%	2	-6%	12	3%	-4%	i
CCOC(=O)C1CCN(C(C(=O)NC2CCCCC2)c2ccc(OC)cc2)CC1 (stereo not given)	0%	-3%	-7%	10	-1%	2	6%	-11%	i
COC(=O)CSc1nnc(-c2ccncc2)o1	12%	-8%	-9%	5	-1%	17	12%	-6%	i	Spn PMK inh pilot replicates=2.5;MK inhibit pilot replicates=0.0;DPM-DC inhibit pilot screen %=0.5
COc1ccc(-c2nnc(SCC(=O)Nc3ccc(Cl)cc3)n2C)cc1	8%	-6%	-3%	0	-16%	18	12%	-11%	i	Spn PMK inh pilot replicates=0.0;MK inhibit pilot replicates=0.5;DPM-DC inhibit pilot screen %=0.0
COC(=O)c1ccccc1N1C(=O)C2C(C1=O)C1C=CC2C12CC2 (stereo not given)	·	1%	-3%	2	9%	8	8%	·	i
CCOC(=O)C1=C(C)NC(=O)C(C#N)C1c1ccncc1 (stereo not given)	17%	4%	-23%	4	-8%	6	6%	2%	i
COCCNC(=O)Cn1nc(C(F)(F)F)c(Cl)c1C	7%	-3%	-26%	0	-18%	16	9%	-13%	i
O=C(O)C1C2C=CC(C2)C1C(=O)NCCc1ccccc1 (stereo not given)	-6%	-12%	-1%	0	-2%	0	4%	-6%	i
Cc1ccccc1S(=O)(=O)Cc1ccc(C(=O)NCCCOC(C)C)o1	2%	-2%	0%	6	-3%	13	10%	1%	i
COc1cc2c(cc1NC(=O)COC(=O)Cn1cnc3ccccc31)oc1ccccc12	-9%	12%	14%	0	8%	6	11%	-2%	i	Spn PMK inh pilot replicates=3.5;MK inhibit pilot replicates=5.5;DPM-DC inhibit pilot screen %=5.0
O=C(NC1CCCCC1)C(c1ccco1)N(Cc1cccnc1)C(=O)C1COc2ccccc2O1 (stereo not given)	-1%	-6%	3%	14	-4%	4	2%	0%	i	Spn PMK inh pilot replicates=0.5;MK inhibit pilot replicates=0.0;DPM-DC inhibit pilot screen %=4.5
COC(=O)C(NC(C)=O)(Nc1ccccc1)C(=O)OC	-5%	3%	28%	12	18%	0	14%	4%	i
O=c1cc(-c2ccccc2)nc(N2CCN(Cc3ccc4c(c3)OCO4)CC2)[nH]1	-1%	-3%	1%	7	0%	4	4%	·	i
O=C1C(=O)N(CCO)C(c2ccccc2)/C1=C(\O)c1ccccc1 (stereo not given)	7%	2%	-8%	4	-10%	0	3%	0%	i
Cc1c(-c2ccccc2)sc(N)c1C(=O)N1CCOCC1	13%	-8%	-2%	0	5%	11	8%	0%	i
CCOC(=O)N1CCC(Nc2ncnc3c2cnn3-c2ccc(C)cc2C)CC1	8%	0%	17%	5	10%	0	15%	4%	i	Spn PMK inh pilot replicates=1.5;MK inhibit pilot replicates=0.0;DPM-DC inhibit pilot screen %=0.0
CCCCC(CC)Cn1c(N)c(C#N)c2nc3ccccc3nc21 (stereo not given)	5%	-15%	-6%	3	-2%	12	-2%	·	·
COc1ccc(-c2nsc(SCC(=O)Nc3cc(C)on3)n2)cc1	·	5%	3%	0	-4%	16	14%	-5%	i	Spn PMK inh pilot replicates=2.5;MK inhibit pilot replicates=0.0;DPM-DC inhibit pilot screen %=1.5
O=C(CCSc1nnc(-c2ccncc2)o1)Nc1ccccc1	7%	-6%	22%	0	10%	8	14%	-3%	i	Spn PMK inh pilot replicates=1.0;MK inhibit pilot replicates=4.0;DPM-DC inhibit pilot screen %=0.0
Cc1ccc(S(=O)(=O)c2c(C)nn(C(C)(C)C)c2OC(=O)c2ccco2)cc1	15%	-2%	6%	5	14%	11	7%	-2%	i
COc1cc(C(c2sc3nc(C)nn3c2O)N2CCc3ccccc3C2)cc(OC)c1OC (stereo not given)	1%	0%	0%	1	2%	10	-2%	-6%	i
O=C(CSCc1ccccc1)N1CCN(Cc2ccc3c(c2)OCO3)CC1	20%	·	·	9	·	16	·	11%	i
COCc1cc(C)nc(Nc2cc(C)ccc2C)c1C#N	-21%	-5%	1%	6	2%	0	3%	-2%	i
COc1ccc(Cn2nnnc2C(C(C)C)N2CCN(c3ccccc3OC)CC2)cc1 (stereo not given)	·	-10%	17%	6	9%	10	7%	-8%	i
CC(C)(C)NS(=O)(=O)c1ccc(CCC(=O)N2CCCCC2)cc1	·	0%	4%	14	-4%	6	6%	4%	i
C=C(C)Cn1c(=O)c2c(nc3n2CCN3c2cccc(Cl)c2C)n(C)c1=O	-5%	2%	-6%	6	-11%	9	9%	-12%	i
Cc1cccc(NCC(O)Cn2cnc3c2c(=O)n(C)c(=O)n3C)c1 (stereo not given)	-4%	0%	-13%	4	-7%	0	4%	14%	i
CC(C)(C)C1=C(C#N)C(c2ccc3c(c2)OCO3)C(C#N)=C(N)O1 (stereo not given)	13%	-1%	4%	10	4%	18	13%	-1%	i
COc1cccc(N2CCN(CC(=O)Nc3nnc(-c4ccccc4)s3)CC2)c1	7%	-3%	19%	1	21%	8	0%	-4%	i	Spn PMK inh pilot replicates=1.0;MK inhibit pilot replicates=0.5;DPM-DC inhibit pilot screen %=0.0
COc1cccc(-c2nnc3sc(-c4ccco4)nn23)c1	-1%	2%	39%	8	58%*	0	9%	-4%	i
CCCc1cc(=O)[nH]c(SCC(=O)NC(=O)c2ccccc2)n1	·	-4%	-17%	9	-25%	15	7%	7%	i
CCOc1ccccc1-n1nnnc1SCC(=O)Nc1cc(C)on1	13%	-2%	-13%	0	-18%	11	5%	0%	i
CCOc1ccc(OCC)c(NC(=O)C2CCCN2S(=O)(=O)c2cccc3cccnc23)c1 (stereo not given)	-3%	-5%	2%	7	-3%	6	18%	0%	i
CC(=O)N1C(C(=O)O)CSC1c1ccc(C)cc1 (stereo not given)	3%	-9%	7%	0	-6%	2	11%	-3%	i
COc1ccccc1N=C(C)C1=C(O)CSC1=O	1%	-2%	7%	8	9%	12	0%	-12%	i
COc1cccc(-c2ccc(=O)n(CC(=O)NCCN3CCOCC3)n2)c1	-4%	1%	-8%	2	-3%	9	9%	-1%	i
Cc1cc(C)nc(NS(=O)(=O)c2ccc(NC(=O)C3CC(=O)N(c4ccccc4)C3)cc2)n1 (stereo not given)	-3%	7%	-8%	7	-9%	8	6%	13%	i
CCOc1cc(-c2nc3ccccn3c2NCC2CCCO2)ccc1O (stereo not given)	13%	11%	5%	14	-3%	15	10%	41%	·	Spn PMK inh pilot replicates=0.0;MK inhibit pilot replicates=4.5
CC(C)Oc1ccc(C(=O)N2CCCC2C(=O)O)cc1 (stereo not given)	3%	2%	-3%	4	-19%	3	11%	6%	i
CCOc1ccc(-c2[nH]ncc2-c2ccc(OC)c(OC)c2)c(O)c1	·	-1%	52%*	0	54%*	1	-28%	8%	i
COc1ccc(C(=O)NC(C)c2nc3ccccc3[nH]2)cc1OC (stereo not given)	·	·	·	5	·	0	·	14%	i
Cc1ccc(C)c2[nH]c(=O)c(CN(CCN3CCCC3)C(=O)Nc3ccc(F)cc3)cc12	·	-10%	23%	5	22%	10	10%	10%	i
CCC(C)Sc1nc2c([nH]c3ccccc32)c(=O)n1C (stereo not given)	·	9%	-16%	6	-22%	0	7%	-1%	i
Cc1nc2ccc(N3C(=O)CCC3=O)cc2[nH]1	0%	0%	-10%	9	-19%	0	6%	27%	i	Spn PMK inh pilot replicates=2.0;MK inhibit pilot replicates=0.0;DPM-DC inhibit pilot screen %=1.0
COC(=O)c1ccc(OCC(O)CN2C(=O)NC(C)(C)C2=O)cc1 (stereo not given)	4%	6%	-12%	0	-12%	1	4%	-4%	i
Cc1ccc(C2c3sc(=O)[nH]c3SC3C(=O)NC(=O)C32)cc1 (stereo not given)	-1%	-2%	-4%	6	-12%	3	17%	-5%	i	Spn PMK inh pilot replicates=1.5;MK inhibit pilot replicates=2.0;DPM-DC inhibit pilot screen %=2.5
CCCN1Cc2cccc(C(=O)Nc3ccc(CN4CCCC4)cc3)c2C1=O	·	2%	-4%	3	-10%	20	8%	-3%	i
Cc1cc(C)c(NC(=O)c2ccc(S(=O)(=O)N(C)C)cc2)c(C)n1	9%	1%	8%	8	0%	4	7%	-2%	i
CCOC(=O)c1c(C)n(OCc2ccccc2)c2ccc3c(no[n+]3[O-])c12	·	-3%	8%	7	9%	6	20%	12%	+	Spn PMK inh pilot replicates=2.0;MK inhibit pilot replicates=0.0;DPM-DC inhibit pilot screen %=+
Cc1cccc(C)c1NC(=O)Cn1cnc2c(=O)n(C)c(=O)n(C)c21	8%	-2%	2%	11	-14%	7	11%	-3%	i
Cn1c(SCC(=O)c2ccc(F)cc2)nnc1-c1cnccn1	-4%	-3%	-4%	6	3%	14	1%	-22%	i
CC(C(=O)N=c1sc2ccccc2n1C)N1C(=O)C2CC=CCC2C1=O (stereo not given)	·	2%	-10%	1	-10%	11	2%	-11%	i
CCCn1c(=N)n(CC(O)COc2cccc(C)c2)c2ccccc21 (stereo not given)	5%	4%	12%	4	6%	4	9%	10%	i
Cc1ccc(-c2noc(CN(C(=O)c3cccc(Br)c3)C(C)C)n2)cc1	-21%	-2%	-2%	0	-15%	12	4%	-11%	i
CC(=O)OC(C#CCN1CCOCC1)c1ccccc1 (stereo not given)	11%	-1%	5%	10	-10%	11	8%	·	i

3 structures already listed, ordered by length of the SMILES, low to high:
SMILES	LYP phosphatase	Bfl-1 displacement	HPDE-C7K KRASV12	MK inhibit	HPDE-C7 cytotoxicity	Spn PMK inh	Alkaline phosphatase	HT1080 cytotoxicity	DPM-DC inhibit	others
CC(=O)OC(C#CCN1CCOCC1)c1ccccc1 (stereo not given)	11%	-1%	5%	10	-10%	11	8%	·	i
CCCN1Cc2cccc(C(=O)Nc3ccc(CN4CCCC4)cc3)c2C1=O	·	2%	-4%	3	-10%	20	8%	-3%	i
CCOC(=O)c1c(C)n(OCc2ccccc2)c2ccc3c(no[n+]3[O-])c12	·	-3%	8%	7	9%	6	20%	12%	+	Spn PMK inh pilot replicates=2.0;MK inhibit pilot replicates=0.0;DPM-DC inhibit pilot screen %=+
